# Screens from PubChem.
# GBA activity up: glucocerebrosidase activity enhancement; L444P Gaucher fibroblasts, 4-MU-glucoside fluorescence, 3 days; actives 0.44% (n = 30,000); activation, % at 10 µM; P04062; AID 784; in the data active = activation above about 65%;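 also: 0% = vehicle wells and 100% = positive control wells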
# Target sequence (P04062 whole entry L483P): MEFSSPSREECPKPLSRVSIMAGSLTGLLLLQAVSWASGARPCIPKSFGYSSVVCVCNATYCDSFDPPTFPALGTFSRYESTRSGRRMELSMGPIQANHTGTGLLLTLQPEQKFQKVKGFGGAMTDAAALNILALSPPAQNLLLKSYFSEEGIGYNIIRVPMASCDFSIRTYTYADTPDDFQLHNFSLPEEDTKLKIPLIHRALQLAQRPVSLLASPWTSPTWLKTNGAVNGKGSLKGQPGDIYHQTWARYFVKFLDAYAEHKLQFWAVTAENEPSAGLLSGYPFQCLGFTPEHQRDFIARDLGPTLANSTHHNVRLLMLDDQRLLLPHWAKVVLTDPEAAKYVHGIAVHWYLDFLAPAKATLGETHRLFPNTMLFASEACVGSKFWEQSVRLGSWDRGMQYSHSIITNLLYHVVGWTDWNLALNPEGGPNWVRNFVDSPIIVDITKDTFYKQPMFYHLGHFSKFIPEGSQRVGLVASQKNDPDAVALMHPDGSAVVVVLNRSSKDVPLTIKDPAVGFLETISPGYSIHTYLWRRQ
# An asterisk follows results filed as active.
SMILES,GBA activity up
CC(=O)Oc1c(C)cc(O)c2ccccc12,-41
CCOC(=O)c1ccc(NC(=O)C2=C(C)Nc3nc(CCCO)nn3C2c2ccc(OC)cc2)cc1 (stereo unspecified),-7
Cc1ccc(S(=O)(=O)Cn2nnnc2C(C)N2CCN(C(=O)c3ccco3)CC2)cc1 (stereo unspecified),-4
O=C(COC(=O)COc1ccccc1)Nc1ccccc1OC(F)F,-3
COc1ccc(CCNC(=O)Cn2cnc3c(cnn3-c3ccccc3Cl)c2=O)cc1OC,-30
CCCc1nnc(NC(=O)C2CCCO2)s1 (stereo unspecified),3
Clc1c(CSc2nc3ccccc3o2)nc2sccn12,-11
CC(=O)Nc1sc2c(c1C#N)CCCCC2,-17
CCOc1ccccc1-n1c(SCC(N)=O)nnc1-c1ccco1,-45
CCOC(=O)C1CCCN(c2ncnc3c2cnn3-c2cccc(C)c2)C1 (stereo unspecified),-13
CNC(=O)c1ccccc1NC(=O)c1c(O)c2c([nH]c1=O)CCCC2,-7
O=C(CSc1ccccc1C(=O)O)NCc1ccco1,-18
CN1CCN(c2ccc(NC(=O)c3cccc(OCc4ccccc4)c3)cc2)CC1,-71
Cc1ccc(-c2[nH]nc3c2C(c2ccccc2OC(=O)N2CCOCC2)C(C#N)=C(N)O3)cc1 (stereo unspecified),3
CC(C)(C)C(=O)c1no[n+]([O-])c1/C(=N/O)C(C)(C)C,16
Cc1ccc(C(=O)Nc2ccncc2)o1,-5
Cc1ccc(C(=O)c2cn[nH]c2-c2cc(Cl)ccc2O)cc1,-17
Cc1ccc(C)c(NC(=O)c2nnn(Cc3ccccc3C)c2N)c1,-1
Cc1cnn(C(=S)NCC2CCCO2)c1 (stereo unspecified),-27
O=C(CN1CCCN(S(=O)(=O)c2ccc(Br)cc2)CC1)Nc1ccc2c(c1)OCO2,1
CCOC(=O)C(CC)n1cnc2c(oc3ccccc32)c1=O (stereo unspecified),-4
CNC(=O)Cn1nc(C)c2ccccc2c1=O,-13
COc1ccccc1NC(=O)N(Cc1ccccc1)C1=NCC(C)S1 (stereo unspecified),-50
Cc1[nH]nc2c1C(c1cccc(O)c1)C1=C(CC(C)(C)CC1=O)N2 (stereo unspecified),5
COc1ccc(NC(=O)Cn2nc3n(c2=S)CCC3)cc1,-5
# More records follow:
SMILES,GBA activity up
O=C(Cc1cn2ccsc2n1)Nc1ccccc1Oc1ccccc1,-20
Cc1nnc(Sc2nc3c(c(=O)n(C)c(=O)n3C)n2Cc2ccccc2Cl)s1,-4
O=C(NCCc1ccc(Cl)cc1)C1CCC(=O)N1C1CCCC1 (stereo unspecified),-28
Cc1ccc(CNC(=O)CCc2nc3ccccc3c(=O)[nH]2)cc1,-21
COc1ccc(N2CC(O)=C(c3nc(C)cs3)C2=N)cc1,-4
COc1cc(S(=O)(=O)NCC2COCCO2)ccc1-n1cnnn1 (stereo unspecified),-6
O=c1c(Cc2ccccc2)c(O)nc2n1CCS2,6
COC(=O)C(NC(C)=O)(Nc1ccccn1)C(F)(F)F (stereo unspecified),-20
CCOC(=O)CCc1c(C)c2ccc(O)cc2oc1=O,3
CC(C)[C@H](NC(=O)OC(C)(C)C)c1nnc(S(=O)(=O)Cc2c(F)cccc2Cl)o1,-66
COc1ccc(OC)c(NC(=O)Cn2c(CCC(=O)O)ccc2-c2cccs2)c1,-8
Cc1cc(C)n2cc(CSc3ncccc3C(=O)O)nc2n1,-6
CC(OC(=O)c1cc2sccc2n1C)C(=O)NCc1ccco1 (stereo unspecified),2
OC[C@H]1O[C@@H](n2cnc3c(Nc4ccccc4)ncnc32)[C@H](O)[C@@H]1O,-31
O=C(C1CCCCC1)N1CC(=O)N2CCc3ccccc3C2C1 (stereo unspecified),-2
CC(OC(=O)c1ccco1)C(=O)NCc1cccs1 (stereo unspecified),-6
O=c1c2c3c(sc2n2cnnc2n1-c1ccccc1)N(Cc1ccccc1)CCC3,-1
N#Cc1c(N)c(C#N)c(-c2ccc(O)cc2)c2c1CCCC2,-12
O=C(NCCCN1CCOCC1)c1c(O)c2cc(Br)cc(Br)c2[nH]c1=O,-5
CCOC(=O)C1CCN(C(=O)Nc2ccc3nc(C)c(C)nc3c2)CC1,-6
C=CCn1c(-c2cccs2)nc2nc3ccccc3nc21,-28
Cc1nn2cc(-c3ccc(Cl)cc3)nc2s1,3
CCOC(=O)c1sc(-c2ccccc2)cc1N,5
CC(=O)N(c1ccc(C(C)C)cc1)C1C=CS(=O)(=O)C1 (stereo unspecified),-20
Cc1ccc(CS(=O)(=O)CCC(=O)NCCN2CCCCC2C)cc1 (stereo unspecified),5
# Other structures follow:
SMILES,GBA activity up
O=C(c1ccco1)N1CCN(c2ccc(Cl)c(Cl)c2)CC1,-26
COc1cccc(C(=O)Nc2ccc(NC(C)=O)cn2)c1,-2
Nc1nncn1C(=O)c1c(Cl)cccc1Cl,-2
O=C(O)CSc1nnc(Cc2ccccc2)n1-c1ccccc1,-4
CCCOc1ccc2oc(=O)c3c(c2c1)CCCN3C(=O)CN1CCN(C(=O)c2ccco2)CC1,5
COCCn1c(SCC(=O)Nc2cccc(OC)c2)nnc1-c1ccccc1,-12
COCc1nnc(NC(=O)CC(C)c2ccccc2)s1 (stereo unspecified),-16
O=C(NCc1ccco1)c1cccn2c(=O)c3sccc3nc12,-13
COc1cc(OC)c(OC)cc1CN1CCN(c2ccccc2OC)CC1,-42
Cc1cc(NC(=O)C2C3C(=O)N(CCC(C)C)C(C(=O)NCc4ccccc4)C34C=CC2(C)O4)no1 (stereo unspecified),-19
CC(=O)Nc1c(C(=O)C2CC2)oc2ccccc12,-37
CNC(=O)C1CC(=O)N(Cc2ccc3c(c2)OCO3)C(=Nc2ccc(F)cc2)S1 (stereo unspecified),-17
C=CCSc1ncccc1C(=O)NCc1ccccc1,-13
CCOC(=O)c1snc(C(=O)NC2CCCCC2)c1N,7
Cc1cc(SCc2ccccc2)nc(=O)[nH]1,-34
O=C(CN1C(=O)CSc2ccccc21)NC1CCCC1,-18
COc1ccccc1N1CCN(C(=O)C2CCN(S(=O)(=O)c3ccc(F)cc3)CC2)CC1,-45
CC1(C)NC(=O)N(CC(O)CN2CCCC2)C1=O (stereo unspecified),-19
Cc1cc(Cl)c(S(=O)(=O)N2CCN(c3ccc(F)cc3)CC2)cc1OCC(N)=O,-11
CC(C)[C@H](NC(=O)OC(C)(C)C)c1nnc(SCC(=O)Nc2ccc(Br)cc2)o1,-5
Cn1c(=O)c2c(nc(NCCO)n2CCc2ccccc2)n(C)c1=O,-29
CCCN1CCN(CCCNC(=O)Cn2nc(-c3ccc(C)cc3)ccc2=O)CC1,34
COc1ccc(N(C(=O)c2ccc(S(=O)(=O)N3CCOCC3)cc2)C2C=CS(=O)(=O)C2)cc1 (stereo unspecified),3
CSc1nc(-c2ccccc2)nc(SC)c1C(C)=O,12
O=C1c2ccccc2C(=O)N1Cc1nc2ccccc2c(=O)n1CCCN1CCOCC1,-13

# 2 of the compounds above, with each value named:
Structure: CCCc1nnc(NC(=O)C2CCCO2)s1 (stereo unspecified)
  GBA activity up: 3
Structure: Clc1c(CSc2nc3ccccc3o2)nc2sccn12
  GBA activity up: -11

# Next part:
SMILES,GBA activity up
CS(=O)(=O)N(CC(=O)Nc1ccc2c(c1)OCCO2)Cc1ccccc1,-2
O=C(Cn1cccc1)N1CCc2ccccc21,0
O=C1CC(c2cccc(Cl)c2)CC(O)=C1C=NCCCO (stereo unspecified),-59
CC(=C1C(=O)c2ccccc2C1=O)N1CCN(c2ccccn2)CC1,-7
COc1ccc(CCNS(=O)(=O)c2cccs2)cc1,-37
CCOc1cc(-c2ccc3c(c2)OCO3)cc(=O)c2c(C)oc(C)c12,-8
Cn1c(=NC(=O)CSCC(=O)N2CCOCC2)sc2ccccc21,-5
O=C1NC(=O)[C@@H]2C3c4ccccc4C=CN3[C@H](C(=O)c3cccs3)[C@H]12 (stereo partly specified),7
CC(C)Oc1ccc(C(=O)N(Cc2ccco2)C2CCS(=O)(=O)C2)cc1 (stereo unspecified),-14
CNCCC=C1c2ccccc2CCc2ccccc21,-75
CC(=O)N(c1ccc(N(C(C)=O)S(=O)(=O)c2cccs2)cc1)S(=O)(=O)c1cccs1,-58
Cc1ccc(-c2nnn(CC(=O)N(CC(=O)NCC3CCCO3)c3ccccc3)n2)o1 (stereo unspecified),-11
Cc1cc(C)c2[nH]c(=O)c(C(c3nnnn3CC3CCCO3)N3CCCC(C)C3)cc2c1 (stereo unspecified),7
COc1ccc(CCNC(=O)CNCC2CCCO2)cc1OC (stereo unspecified),1
CCCCNC(=O)c1ccc(NC(=O)C2CCCO2)cc1 (stereo unspecified),-18
O=C(/C=C\Nc1ccccn1)c1ccc(Cl)cc1,9
COc1ccccc1-c1c(C)oc2c(CN3CCN(CCO)CC3)c(O)ccc2c1=O,-55
O=C(CSc1nnc(Cn2c(=O)sc3ccccc32)n1CCc1ccccc1)N1CCOCC1,-13
Oc1ccccc1N=Cc1ccc[nH]1,-9
CCOC(=O)Nc1cc(C(=O)OC)cc(C(=O)OC)c1,-7
COC(=O)c1cc(-c2ccccc2)sc1NC(=O)c1cc(C)on1,-5
COc1ccccc1-c1nc2n(n1)C(c1cccs1)C(C(=O)Nc1cccnc1)=C(C)N2 (stereo unspecified),-10
CCOC(=O)c1ccc(NC(=O)CCNS(=O)(=O)c2ccc3c(c2)oc(=O)n3C)cc1,8
Cc1cccc(-n2c(N)cc(=O)nc2SCC(=O)Nc2cc(C)on2)c1,-45
CCC(C)(C)n1nnnc1C(c1cc2ccc(OC)cc2[nH]c1=O)N1CCN(C2CCCCC2)CC1 (stereo unspecified),3
# (cont.)
SMILES,GBA activity up
CCOC(=O)N1CCN(C(=O)c2ccc(CS(=O)(=O)c3ccccc3OC)o2)CC1,-15
COc1nc(Nc2ccc(O)cc2)nc(OC(C(F)(F)F)C(F)(F)F)n1,9
CCC1CCCCN1C(=O)CSc1nnc(-c2cccs2)o1 (stereo unspecified),-31
O=C(Nc1ccc2c(c1)nc1n2CCSC1)c1ccco1,-16
O=C(CSc1nnc(-c2cccnc2)n1Cc1ccco1)N1CCc2ccccc21,0
CCCSc1nnc(NC(=O)c2sc3nc(-c4cccs4)ccc3c2N)s1,-15
O=C(NCCCN1CCN(Cc2ccccc2)CC1)C1CCN(c2nnc(-n3cccc3)s2)CC1,-68
Oc1c(C(Nc2ccccn2)c2ccccn2)ccc2cccnc12 (stereo unspecified),-10
CCCn1c(=O)c2ccccc2n2c(SCCOc3ccc(OC)cc3)nnc12,-1
CC(C)(C)c1cc(C(F)(F)F)nc(SCCCNC(=O)c2ccco2)n1,-22
CCC(C)Oc1cccc(C(=O)Nc2ccccc2N2CCOCC2)c1 (stereo unspecified),-2
COc1ccc(S(=O)(=O)Nc2c(C)n(C)n(-c3ccccc3)c2=O)cc1,-11
Cc1cccc(-c2c3c(=O)n(C)c(=O)n(C)c3c3nnc4ccccc4n23)c1,-3
CC(C)N1C[C@@]23C=C[C@@H](O2)C(C(=O)OCc2ccccc2)[C@H]3C1=O (stereo partly specified),-13
Cc1occc1C(=O)N1CCN(c2ncccn2)CC1,-20
O=C1CC(C(=O)Nc2ccccc2C(=O)O)C(c2ccccc2)O1 (stereo unspecified),20
COc1ccc(-c2nc(N)nc(C)c2Oc2ccccc2Br)c(O)c1,-8
COc1ccc(-c2noc(CN3CCN(c4ccccc4F)CC3)n2)cc1OC,32
C[N+](C)(C)CCOP(=O)([O-])OC[C@H](O)CO,-28
CC(=O)c1sc(-c2c(C)nc3sccn23)nc1C1CCCC1,-21
O=C(c1ccc(NC(=O)C2(c3ccccc3)CCOCC2)cc1)N1CCOCC1,-18
COc1ccccc1CNC(=O)C(C)NS(=O)(=O)c1ccccc1 (stereo unspecified),1
Cc1cccc(C)c1NC(=O)CC(NCc1ccco1)C(=O)O (stereo unspecified),4
O=C(C1CCN(S(=O)(=O)c2ccc(F)cc2)CC1)N1CC=C(c2ccccc2)CC1,-11
COc1ccc(S(=O)(=O)Nc2c(C(=O)O)[nH]c3ccccc23)c(OC)c1,19
CCc1ccccc1NC(=O)CSc1nnc([C@@H](NC(=O)OC(C)(C)C)C(C)C)o1,-33
COc1cc(NC(=O)c2ccco2)c(OC)cc1NC(=O)CCC(=O)Nc1cc(C)cc(C)c1,11

# Filtered by structure: the entries above with a furan ring, fused or not.
SMILES,GBA activity up
Cc1ccc(S(=O)(=O)Cn2nnnc2C(C)N2CCN(C(=O)c3ccco3)CC2)cc1 (stereo unspecified),-4
CCOc1ccccc1-n1c(SCC(N)=O)nnc1-c1ccco1,-45
O=C(CSc1ccccc1C(=O)O)NCc1ccco1,-18
Cc1ccc(C(=O)Nc2ccncc2)o1,-5
CCOC(=O)C(CC)n1cnc2c(oc3ccccc32)c1=O (stereo unspecified),-4
CC(OC(=O)c1cc2sccc2n1C)C(=O)NCc1ccco1 (stereo unspecified),2
CC(OC(=O)c1ccco1)C(=O)NCc1cccs1 (stereo unspecified),-6
O=C(c1ccco1)N1CCN(c2ccc(Cl)c(Cl)c2)CC1,-26
CCCOc1ccc2oc(=O)c3c(c2c1)CCCN3C(=O)CN1CCN(C(=O)c2ccco2)CC1,5
O=C(NCc1ccco1)c1cccn2c(=O)c3sccc3nc12,-13
CC(=O)Nc1c(C(=O)C2CC2)oc2ccccc12,-37
CCOc1cc(-c2ccc3c(c2)OCO3)cc(=O)c2c(C)oc(C)c12,-8
CC(C)Oc1ccc(C(=O)N(Cc2ccco2)C2CCS(=O)(=O)C2)cc1 (stereo unspecified),-14
Cc1ccc(-c2nnn(CC(=O)N(CC(=O)NCC3CCCO3)c3ccccc3)n2)o1 (stereo unspecified),-11
CCOC(=O)N1CCN(C(=O)c2ccc(CS(=O)(=O)c3ccccc3OC)o2)CC1,-15
O=C(Nc1ccc2c(c1)nc1n2CCSC1)c1ccco1,-16
O=C(CSc1nnc(-c2cccnc2)n1Cc1ccco1)N1CCc2ccccc21,0
CC(C)(C)c1cc(C(F)(F)F)nc(SCCCNC(=O)c2ccco2)n1,-22
Cc1occc1C(=O)N1CCN(c2ncccn2)CC1,-20
Cc1cccc(C)c1NC(=O)CC(NCc1ccco1)C(=O)O (stereo unspecified),4
COc1cc(NC(=O)c2ccco2)c(OC)cc1NC(=O)CCC(=O)Nc1cc(C)cc(C)c1,11

# Only part of the results is shown, so the mix of outcomes need not match the whole.
